Source: PubChem BioAssay
MC4R antag cAMP – blocks human MC4R cAMP signaling; 0.48% of 360,000 active; P32245; inhibition, % at 6.5 µM; MC4R-expressing cells, MTII-stimulated cAMP, LANCE TR-FRET; AID 540295;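 active means inhibition above its plate's cutoff, the mean of tested wells on that plate plus 3 SD, cut at about 29% in these data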;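 further: 0% = Melanotan II alone and 100% = Melanotan II plus saturating MCL0020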
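System: U2OS-MC4R stable cell line; Technique: Eu-cAMP/anti-cAMP TR-FRET, emission 671 nm; Repeats: single well per compound; Also added: Melanotan II; Dosing: one concentration, 6.5 µM nominal; Schedule: 30-min compound, 1-h challenge, 1-h detection, room temperature.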
ABHD5 PLIN5 PPI – blocks binding of human ABHD5 to perilipin-5. Split G. princeps luciferase complementation, luminescence, 4 h. inhibition, % at 4 µM. 0.78% of 360,000 active. AID 602281;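 active means inhibition above the mean inhibition across every tested compound plus 3 SD, cut at about 22% in these data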;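 further: 0% = DMSO only wells and the 100% control is not disclosed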
Target sequence (Q00G26 whole entry, looked up): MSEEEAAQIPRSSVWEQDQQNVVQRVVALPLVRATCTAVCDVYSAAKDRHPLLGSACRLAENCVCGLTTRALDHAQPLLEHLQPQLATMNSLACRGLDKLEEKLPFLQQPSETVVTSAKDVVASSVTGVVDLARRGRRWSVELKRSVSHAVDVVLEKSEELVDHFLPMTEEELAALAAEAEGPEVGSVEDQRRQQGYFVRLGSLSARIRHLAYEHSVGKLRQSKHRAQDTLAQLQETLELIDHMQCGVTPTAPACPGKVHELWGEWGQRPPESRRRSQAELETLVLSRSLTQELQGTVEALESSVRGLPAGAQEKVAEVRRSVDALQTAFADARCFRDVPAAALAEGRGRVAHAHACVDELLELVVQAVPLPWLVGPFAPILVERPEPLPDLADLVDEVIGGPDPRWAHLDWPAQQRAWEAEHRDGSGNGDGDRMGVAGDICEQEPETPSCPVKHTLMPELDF
Target sequence (Q8WTS1 whole entry, looked up): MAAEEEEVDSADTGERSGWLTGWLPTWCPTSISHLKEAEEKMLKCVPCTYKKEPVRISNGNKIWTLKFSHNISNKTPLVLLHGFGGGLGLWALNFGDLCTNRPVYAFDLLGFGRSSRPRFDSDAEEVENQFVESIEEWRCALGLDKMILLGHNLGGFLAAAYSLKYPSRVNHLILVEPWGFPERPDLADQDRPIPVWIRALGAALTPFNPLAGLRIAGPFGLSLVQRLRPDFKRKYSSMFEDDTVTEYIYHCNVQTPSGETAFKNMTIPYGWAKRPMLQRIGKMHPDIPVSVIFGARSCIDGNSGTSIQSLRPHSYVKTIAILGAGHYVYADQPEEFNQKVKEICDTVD
CaV13 ICDI inh – Disruptors of the CACNA1D IQ motif to Ca2+-dependent inactivation inhibitor domain association, primary screening, Förster resonance energy transfer in intact living … | HEK cells, CFP/YFP FRET ICDI-IQ, plate reader, 10 min; percent FRET-ratio fall versus neutral wells | inhibition, % at 12.3 µM | 0.098% of 340,000 active | AID 743397;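 active means mean replicate inhibition of at least 30% and at least 1% of replicates passing that level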;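 further: 0% = median of the neutral control wells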
PDI inh – inhibitors of human protein disulfide isomerase. PDI insulin aggregation turbidity, A650, 90 min. inhibition, % at 10 µM. 0.052% of 350,000 active;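 active means mean inhibition across replicates of 30% or more, whatever share of single replicates reach that level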;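 further: absorbance from insulin aggregation driven by PDI reduction with DTT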
ABCB6 inh 2 – human ABCB6 transporter inhibition; Q9NP58; K562-ABCB6 porphyrin accumulation, flow cytometry, 1 h; stronger effect = lower value; fluorescence ratio to DMSO, % at 10 µM; 0.19% of 360,000 active;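 active means fluorescence ratio to DMSO below 75%, the collection mean minus 3 SD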;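 further: signal is porphyrin accumulated inside mitochondria; 100% equals median channel fluorescence of DMSO control wells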
H9c2 protect – myocardial damage modulation in H9c2 cells; H9c2 cardiomyocytes, H2O2 injury protection, ATPLite, 2 h; 0.63% of 360,000 active; protection from H2O2 cell death, % at 20 µM;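 active means compounds giving at least 50% protection of heart cells from peroxide-induced death in the single-dose screen, raw or plate-pattern-corrected value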;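 further: 0% = DMSO wells with peroxide and 100% = DMSO wells without peroxide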
Exocytosis inh – lytic granule exocytosis inhibition; 0.66% of 360,000 active; AID 651702; TALL-104 LAMP-1 surface exposure, flow cytometry; cells stimulated with thapsigargin and PMA; inhibition, % at 10 µM;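 active means inhibition above about 55%, limit read from the data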
m5-HT2A agonist – mouse HTR2A agonism via beta-arrestin recruitment | P35363 | activation, % at 7.6 µM | CHO-K1 mHTR2A beta-arrestin complementation, luminescence; percent of 30 µM serotonin response | 0.66% of 360,000 active;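 active means activation above a run cutoff, the mean activation of all tested compounds plus 3 SD, cut at about 14% in these data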;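 further: 0% = plate median of compound wells and 100% = 30 µM serotonin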
MC4R ag barr – agonists of human melanocortin 4 receptor (MC4R) beta-arrestin; 0.98% of 360,000 active; U2OS MC4R beta-arrestin complementation, luminescence; percent of melanotan II response, DMSO zero; activation, % at 8.9 µM; AID 540308;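 active means activation above a per-plate cutoff, the mean activation of sample wells on that plate plus 3 SD, cut at about 8% in these data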
Glyco luc inh – N-linked glycosylation inhibition | reporter increase, % at 12.5 µM | D54 ERlucT glycosylation luciferase reporter, 24 h; percent of 100 nM tunicamycin response | 0.23% of 360,000 active | AID 588692;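 active means mean luciferase reporter signal, scaled so untreated is 0 and the glycosylation-blocking control 100, at or above a set limit in every replicate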;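 further: luciferase carries N-glycosylation sites so blocking glycosylation raises the light; 0% = median of neutral control wells and 100% = median of 100 nM tunicamycin wells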
* hit, by the source's call; x = not tested or not shown; & = joins results of further samples. Not all compounds are listed (hit frequency here may not be typical).

SMILES	MC4R antag cAMP	ABHD5 PLIN5 PPI	CaV13 ICDI inh	PDI inh	ABCB6 inh 2	H9c2 protect	Exocytosis inh	m5-HT2A agonist	MC4R ag barr	Glyco luc inh
CC(Cc1ccccc1)NCCC(c1ccccc1)c1ccccc1 (configuration not stated)	-2	1	-5	7	97	-45	3	5	4.8	-3
CC1CC(OP(O)(=S)c2ccc(N(C)C)cc2NC(=O)c2cccs2)CC(C)(C)C1 (configuration not stated)	17	2	-16	0	112	-3	-3	-3	-3.2	1
O=c1c2ccccc2nc(-c2ccco2)n1-c1ccc(Br)cc1	1	1	-3	-2	100	5	-7	-1	0.2	-1
CCOC(=O)c1ccc(N=Cc2c(O)n(-c3ccccc3F)c(=S)[nH]c2=O)cc1	0	-11	-4	0	100	4	-8	2	-0.6	3
COC(=O)C1=C(c2ccccc2OCc2ccccc2)C[C@@H]2CC[C@H]1N2C(=O)NCc1ccccc1	3	-2	-12	12	96	1	6	-5	-0.6	-6
CCOP(=O)(OCC)C(C)(C)NC(=O)C(Cl)(Cl)Cl	-2	-2	-6	4	101	-3	0	-2	0.3	1
CCCCNS(=O)(=O)c1ccc(OCC(=O)N2CCN(Cc3ccc4c(c3)OCO4)CC2)cc1	10	-6	x	2	97	-8	-2	4	-3.0	-5
Cc1ccc(-n2c(O)c(C=Nc3ccc(S(=O)(=O)N(C)C)cc3)c(=O)[nH]c2=O)cc1	1	18	-5	13	88	6	-1	2	-0.7	x
O=C(O)c1cn(Cc2ccccc2)nc1-c1ccccc1	14	3	-6	-4	100	1	-8	-5	-0.3	-1
COc1ccc(/C=N\N=C(N)N)cc1	14	-3	-7	-4	97	-13	-7	-3	-1.1	1
CN1C(=O)C(c2ccc([N+](=O)[O-])cc2[N+](=O)[O-])C(=O)N(C)C1=O	24	-2	-2	3	103	0	-7	-7	-1.5	-1
CCOC(=O)C(NC(C)=O)C(OC(C)=O)c1cccc(N(CCCl)CCCl)c1 (configuration not stated)	6	6	x	-20	97	-2	-2	-3	-1.6	1
COc1cccc(-n2c(CN3CCN(C)CC3)nc3ccc([N+](=O)[O-])cc3c2=O)c1	-9	-2	-3	-3	96	0	-1	-5	2.3	-1
CCCC(=O)N(C)C1=Nc2ccc(Cl)cc2C(c2ccccc2)=[N+]([O-])C1	9	3	-17	4	99	-9	3	-5	-1.6	0
CN1CCc2cc3c(cc2C1)OCO3	4	-2	x	x	99	-3	0	-5	-1.5	1
CCCC(C)CC1(CCO)C(=O)NC(=S)NC1=O (configuration not stated)	7	1	-6	-1	100	7	26	6	-0.6	0
COC(=O)C(O)(c1ccc(NC(=O)c2ccco2)c(OC)c1)C(F)(F)F (configuration not stated)	-2	1	-3	6	96	-1	-2	-1	-0.2	0
O=C(Cc1ccccc1)N1CCN(CC2CC=CCC2)CC1 (configuration not stated)	-1	-5	-4	3	87	2	4	2	-1.0	-1
CC(=O)c1cccc(NC2=NCC(C)S2)c1 (configuration not stated)	7	-3	-9	x	96	2	26	8	-1.3	1
CCNCC1(c2ccc(OC)c(OC)c2)CCCC1	10	-10	-5	-1	100	-12	15	5	2.2	1
CSc1ncc(CN2CCCC(C(=O)c3ccccc3SC)C2)cn1 (configuration not stated)	0	-1	5	-1	94	-8	-5	1	-2.9	3
CCCCOCCCN1C(C)=CC(=C2C(=O)NC(=S)NC2=O)C=C1C	9	4	-5	-9	94	0	5	-1	0.2	4
Cc1cc(=O)oc2cc(OCC(=O)N3CCC(C(=O)O)(c4ccccc4)CC3)ccc12	13	2	x	x	99	16	-2	0	-1.9	-1
C=CCn1c(O)c(C(C)=NCCN2CCOCC2)c(=O)[nH]c1=O	-6	3	-4	0	96	5	-1	5	-2.3	0
COc1ccc2c(c1)[nH]c1c(C)nccc12	-5	5	-5	8	97	22	-2	0	0.2	-14
SMILES	MC4R antag cAMP	ABHD5 PLIN5 PPI	CaV13 ICDI inh	PDI inh	ABCB6 inh 2	H9c2 protect	Exocytosis inh	m5-HT2A agonist	MC4R ag barr	Glyco luc inh
O=C1C2C3CCC(O3)C2C(=O)N1CCO (configuration not stated)	14	4	-9	3	101	-4	-7	-8	1.7	0
CN(C)c1ccc(/C=C2/C(=N\O)C3CCN2CC3)cc1	-6	-7	-5	-1	103	3	12	-4	1.5	0
O=c1oc2ccccc2c(O)c1C(c1ccccn1)c1c(O)c2ccccc2oc1=O	10	0	-1	0	98	2	-3	3	-2.0	0
Cc1ccc2c(CN3CC=C(c4ccccc4)CC3)cc(=O)oc2c1C	0	3	-14	3	105	3	-3	-1	-0.5	0
C=CCN1CC[C@]23c4c5ccc(O)c4O[C@H]2C(=O)CC[C@@]3(O)[C@H]1C5	9&3	12&5	-5&-5	0&2	100&99	-3&20	-1&-10	5&-2	-0.2&-1.0	4&-1
CC12CN3CN(C1)CC(C)(C3)C2=NO	7	6	-6	0	100	4	0	4	-2.8	3
C[C@]12CCC3C(CC[C@H]4C[C@H](O)CC[C@]34C)C1C[C@H](O)[C@H]2O (some centres not stated)	0	-4	-7	6	98	-3	-1	-1	-1.2	2
Cc1cccc(C)c1OC(=O)Cc1ccccc1	1	-4	-4	11	103	-4	-3	2	-0.1	1
O=C1OC(c2ccc([N+](=O)[O-])cc2)=N/C1=C/N1CC2CC(C1)c1cccc(=O)n1C2 (configuration not stated)	0	2	-7	4	103	5	-6	-1	-1.7	2
C[C@H]1C[C@@H](C)C(=O)[C@@H]([C@H](O)CC2CC(=O)NC(=O)C2)C1	6	-3	x	x	99	-1	0	-2	-0.8	-23
O=C1/C(=C\c2cc3c(cc2Cl)OCO3)N2CCC1CC2	-1	5	-5	-14	98	-6	3	-1	-1.0	1
O=C1NC(=O)N(c2ccc(F)cc2)C(=O)/C1=C/c1ccsc1	3	23*	-5	1	100	-13	-4	14	-1.3	2
Cc1ccsc1C(=O)C1CCCN(Cc2cnc(N3CCCC3)s2)C1 (configuration not stated)	19	-7	-5	6	110	2	-8	-7	2.1	-3
COc1cc(/C=C/C(=O)c2c(O)n(CCc3ccccc3)c(=O)[nH]c2=O)ccc1O	9	1	-5	-3	103	-12	3	0	1.0	-2
COc1ccc(C(O)c2ccccc2OP(=O)(N(C)C)N(C)C)cc1 (configuration not stated)	20	-1	-8	-1	99	11	0	-6	-1.5	-1
CCOP(=O)(OCC)C(O)c1ccc(OC)cc1 (configuration not stated)	0	-1	-18	0	97	-4	-14	-3	-0.4	1
O=S1(=O)N(CCN2CC=C(c3c[nH]c4cc(F)ccc34)CC2)c2cccc3c2N1CCC3	5	9	-6	1	108	0	1	-7	1.9	-3
CC(C)OCCCNC(=O)c1c(N)n(Cc2cccs2)c2nc3ccccc3nc12	-22	-20	-3	2	102	3	28	7	3.7	-1
C[C@]12CCC(OC(=O)CCC(=O)O)CC1=CCC1C2CC[C@]2(C)C(=O)CCC12 (some centres not stated)	-1	3	-18	3	96	5	-9	-2	-0.6	4
CCc1ccc(N2C(=O)NC(=O)/C(=C\c3cccn3CCOc3ccc(C(C)C)cc3)C2=O)cc1	14	2	-4	1	99	8	1	0	-2.1	11
c1cncc(C2CC(c3cccs3)n3ncnc3N2)c1 (configuration not stated)	7	2	x	-4	x	8	-1	4	0.0	0
O/N=C1/C(=C\c2ccccc2)N2CCC1CC2	7	-8	-8	-3	107	5	-2	3	0.5	-2
C[N+]12CCC(CC1)C(C(O)(c1ccccc1)c1cccs1)C2 (configuration not stated)	3	-1	x	-10	97	2	-3	-4	-1.8	4
CCC(C)C1(CC)C(=O)NC(=O)N=C1N (configuration not stated)	8	5	-4	-5	104	2	-1	1	-0.7	0
CC(O)C1C=CC=CC(=O)OC2CC3OC4C5OC5(C)C(O)CC4(COC(=O)C(O)C(C)CCO1)C2(C)C31CO1 (configuration not stated)	-5	8	-10	3	95	2	-2	2	-1.2	-18
CCOC(=O)[C@]12Cc3cc(Cl)ccc3[C@H]1N(C)C(=O)c1ccccc12	x	-4	-10	x	103	x	-3	-2	x	x
O=C(NCc1ccc(C(=O)N2CCC3(CC2)OCCO3)cc1)c1ccc2c(c1)OCO2	6	-3	-5	-1	99	7	11	3	0.1	0
COc1ccc(-n2nnnc2C(c2ccnc3ccccc23)N2CCC(n3c(=O)[nH]c4ccccc43)CC2)cc1 (configuration not stated)	x	16	-6	x	95	19	7	-3	x	-5

Only ABHD5 PLIN5 PPI and Glyco luc inh, for some of the entries so far:
compound	ABHD5 PLIN5 PPI	Glyco luc inh
C[N+]12CCC(CC1)C(C(O)(c1ccccc1)c1cccs1)C2 (configuration not stated)	-1	4
CCC(C)C1(CC)C(=O)NC(=O)N=C1N (configuration not stated)	5	0

Five of the compounds above, comma-delimited.
canonical_smiles,MC4R antag cAMP,ABHD5 PLIN5 PPI,CaV13 ICDI inh,PDI inh,ABCB6 inh 2,H9c2 protect,Exocytosis inh,m5-HT2A agonist,MC4R ag barr,Glyco luc inh
C=CCN1CC[C@]23c4c5ccc(O)c4O[C@H]2C(=O)CC[C@@]3(O)[C@H]1C5,9&3,12&5,-5&-5,0&2,100&99,-3&20,-1&-10,5&-2,-0.2&-1.0,4&-1
COc1ccc(C(O)c2ccccc2OP(=O)(N(C)C)N(C)C)cc1 (configuration not stated),20,-1,-8,-1,99,11,0,-6,-1.5,-1
CN(C)c1ccc(/C=C2/C(=N\O)C3CCN2CC3)cc1,-6,-7,-5,-1,103,3,12,-4,1.5,0
C[C@H]1C[C@@H](C)C(=O)[C@@H]([C@H](O)CC2CC(=O)NC(=O)C2)C1,6,-3,x,x,99,-1,0,-2,-0.8,-23
O=c1oc2ccccc2c(O)c1C(c1ccccn1)c1c(O)c2ccccc2oc1=O,10,0,-1,0,98,2,-3,3,-2.0,0
